Scp1 inh – blocks human Scp-1 phosphatase activity. Q9GZU7. Recombinant Scp1, phosphopeptide, malachite green phosphate absorbance. inhibition, % at 20 µM. hit rate 0.88% among 340,000. AID 493091;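 active = inhibition above about 50% at 20 µM, limit read from the data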;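 note: plate controls were DMSO wells with enzyme for no effect and wells lacking enzyme for full effect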
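Assay system: SCP-1 catalytic fragment, aa 76-261 | Buffer or medium: Tris acetate buffer pH 5.5 with MgCl2 and Tween-20 | Compound: One concentration, 20 µM, with 1.0% DMSO | Also added: Phospho 17-mer peptide substrate | Signal: Absorbance at 630 nm | Incubation: 45 min enzyme reaction at room temperature | Measure: % inhibition of SCP-1 phosphate liberation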
MsrA act – activates bovine MsrA enzyme; purified bovine MsrA, absorbance read-out; activation, % at 10.6 µM; hit rate 0.3% among 360,000; in the data active = activation above about 7.5%;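 note: 0% = vehicle and 100% = reference activator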
SUMO1 PPI mod – SUMO1-SIM interaction modulation; hit rate 0.33% among 360,000; P63165; inhibition, % at 20 µM; AID 602429; SUMO1 binding to a labelled peptide, TR-FRET, 1 h; in the data active = inhibition above about 37%
STEP block – STEP (human) phosphatase inhibition | inhibition, % at 20 µM | P54829 | recombinant STEP, OMFP fluorogenic substrate, fluorescence | hit rate 0.25% among 360,000 | AID 588621;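 active = inhibition at 20 µM, scaled per plate between control wells, above about 37%, limit read from the data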;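 note: 0% = DMSO with enzyme and substrate and 100% = substrate only without enzyme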
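Material: STEP (striatal-enriched tyrosine phosphatase) enzyme, cell-free; Compound dosing: 20 µM single dose in 1% DMSO; Technique: fluorescence read at 480 nm ex / 540 nm em; Times: reaction 20 min, ambient temperature; Medium: 50 mM Bis-Tris pH 6.0 with 2.5 mM DTT and 0.005% Tween 20; Also added: OMFP at 25 µM.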
MsrA inhibitor – inhibits bovine methionine sulfoxide reductase A; purified bovine MsrA, absorbance read-out; inhibition, % at 15.5 µM; hit rate 0.75% among 360,000; AID 651718; in the data active = inhibition above about 4.5%;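 note: 0% = vehicle wells with enzyme and 100% = reference inhibitor wells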
E coli Lon inh – inhibits E. coli Lon protease | inhibition, % at 7.94 µM | P0A9M0 | AID 602123 | purified E. coli Lon protease, fluorescence polarization | hit rate 0.42% among 360,000; in the data active = inhibition above about 13%, passing the limit was not always enough;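 note: 0% = enzyme with probe and DMSO and 100% = no enzyme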
CendR NRP1 mod – alters CendR peptide binding to human NRP-1 | inhibition, % at 25 µM | hit rate 0.85% among 360,000 | O14786 | FAM-RPARPAR peptide binding to NRP-1, fluorescence polarization | AID 602438;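 active = inhibition or corrected inhibition above about 18%, plus a signal ratio from 0.5 to 1.5, limit read from the data, passing the limit was not always enough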; note: strong numbers were not always called active
Target sequence (O14786 whole entry, looked up): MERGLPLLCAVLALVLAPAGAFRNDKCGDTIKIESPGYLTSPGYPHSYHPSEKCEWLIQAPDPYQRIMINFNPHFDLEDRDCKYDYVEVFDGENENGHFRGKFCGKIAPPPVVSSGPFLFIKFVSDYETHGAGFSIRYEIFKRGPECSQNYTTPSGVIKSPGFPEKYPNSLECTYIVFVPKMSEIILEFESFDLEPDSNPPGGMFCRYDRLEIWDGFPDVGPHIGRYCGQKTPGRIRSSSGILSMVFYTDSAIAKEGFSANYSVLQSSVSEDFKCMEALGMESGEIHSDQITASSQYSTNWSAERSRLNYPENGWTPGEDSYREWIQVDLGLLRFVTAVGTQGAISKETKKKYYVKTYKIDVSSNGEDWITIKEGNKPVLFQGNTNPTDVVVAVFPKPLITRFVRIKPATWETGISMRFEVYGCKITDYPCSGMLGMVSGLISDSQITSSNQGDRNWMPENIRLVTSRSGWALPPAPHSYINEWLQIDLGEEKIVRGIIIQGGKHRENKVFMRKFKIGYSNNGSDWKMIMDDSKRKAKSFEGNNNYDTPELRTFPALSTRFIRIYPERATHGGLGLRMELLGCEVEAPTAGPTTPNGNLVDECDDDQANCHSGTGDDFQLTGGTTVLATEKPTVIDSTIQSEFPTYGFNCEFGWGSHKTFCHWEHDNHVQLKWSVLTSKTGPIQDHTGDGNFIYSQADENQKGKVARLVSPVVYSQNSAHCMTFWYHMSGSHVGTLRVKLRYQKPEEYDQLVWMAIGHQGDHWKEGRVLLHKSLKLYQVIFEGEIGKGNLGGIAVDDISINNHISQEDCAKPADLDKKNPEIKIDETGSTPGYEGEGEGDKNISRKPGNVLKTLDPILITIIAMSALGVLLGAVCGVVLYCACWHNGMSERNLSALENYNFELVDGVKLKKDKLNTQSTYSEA
Tb MetRS inh – Trypanosoma brucei MetRS inhibition | hit rate 0.4% among 360,000 | purified T. brucei MetRS, ATP depletion, Kinase-Glo luminescence | inhibition, % at 11.9 µM;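 active = inhibition above a per-plate cutoff of the control wells' mean inhibition plus 3 SD, cut at about 5.5% in these data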;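 note: 0% = DMSO wells median and 100% = median of wells with control inhibitor compound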
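Material – parasite MetRS enzyme · Medium – HEPES-MgCl2-KCl buffer plus DTT, spermine, BSA, pyrophosphatase · Reagent – ATP, methionine and E. coli bulk tRNA substrates · Times – 15 min enzyme-compound preincubation, 2 h reaction, 10 min detection, 25 °C · Measured by – luminescence of leftover ATP · Evaluation – percent inhibition relative to median high and low control wells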
DNMT1 block – inhibitors of human DNMT1. AID 588458. inhibition (reported as % activation of signal), % at 10 µM. hit rate 0.83% among 360,000. P26358. DNMT1 molecular beacon, Hinp1I cleavage, fluorescence; in the data active = inhibition above about 50%
LMPTP block – blocks human LMPTP phosphatase. recombinant LMPTP-A, OMFP fluorogenic substrate, fluorescence intensity. hit rate 0.22% among 360,000. inhibition, % at 20 µM. AID 651560;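 active = compounds that cut the enzyme signal by at least half of the control window in the single-dose screen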;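 note: plate controls were DMSO wells with enzyme plus substrate for no effect and substrate without enzyme for full effect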
Target sequence (P24666 whole entry, looked up): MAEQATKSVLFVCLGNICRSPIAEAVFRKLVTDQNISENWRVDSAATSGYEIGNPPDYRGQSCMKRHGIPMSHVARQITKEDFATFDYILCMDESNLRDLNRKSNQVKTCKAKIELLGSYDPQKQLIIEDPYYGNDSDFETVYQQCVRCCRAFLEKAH
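Buffer or medium: Bis-Tris pH 6.0, DTT, detergent; Assay system: LMPTP-A enzyme; Quantity: 0.625 nM enzyme; Detection: endpoint fluorescence intensity; Times: 50 min dark incubation at room temperature; Controls: substrate-only low control, DMSO enzyme-plus-substrate high control; Doses: single 20 µM dose; Read-out: percent inhibition versus substrate-only and uninhibited controls; Reagent: 400 µM OMFP.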
* hit, by the source's call; nt = not tested or not shown. The order is random (roughly 4.3% active in at least one column).

SMILES	Scp1 inh	MsrA act	SUMO1 PPI mod	STEP block	MsrA inhibitor	E coli Lon inh	CendR NRP1 mod	Tb MetRS inh	DNMT1 block	LMPTP block
Cc1ccc(Nc2n[nH]c(C)c2[N+](=O)[O-])c(C)c1	-6	0	-11	-2	10*	-4	10	0.1	-6	-1.5
CC(=O)Nc1cc(-c2cccc(NS(C)(=O)=O)c2)cn2c(-c3cccc(C(F)(F)F)c3)cnc12	nt	-2	2	-1	-1.4	-29	-24	-0.1	-6	4.5
COc1ccccc1NC(=O)C(C)OC(=O)CSCC(=O)Nc1cc(C)on1 (centres undefined)	-6	0	1	0	-0.9	-3	-4	-0.1	4	-0.9
O=C(Nc1ccc(CN2CCOCC2)cc1)c1ccco1	19	-3	9	0	0.1	8	2	0.3	-1	-0.4
COc1ccc(NC(=O)CSc2nnc(-c3cc(C)[nH]n3)n2N)cc1	-2	-3	-2	-3	0.9	-2	9	0.1	2	-1.4
O=C(Nc1ccc(S(=O)(=O)Nc2ccccn2)cc1)C(F)(F)F	-11	-3	1	1	-0.3	1	9	1.4	0	-0.1
COc1cccc(-n2c(=O)n(Cc3ccccc3)c(=O)c3[nH]cnc32)c1C	-4	-4	1	-2	-0.8	3	20	-0.2	-3	0.3
COc1ccc(NS(=O)(=O)c2ccc3c(c2)NC(=O)CO3)c(OC)c1	-1	-1	-3	-3	-0.4	2	5	0.6	1	1.1
COc1cccc(-c2noc(-c3cccnc3)n2)c1	-2	0	0	1	-0.3	3	9	-0.1	-2	-1.5
CC(CC(C)C(=O)Nc1ccccc1C(C)(C)C)C(=O)O (centres undefined)	-12	-4	10	2	0.8	-2	3	-1.4	3	-0.9
Cc1ccc(-n2c(N)c(S(=O)(=O)c3ccccc3)c3nc4ccccc4nc32)cc1	-1	-2	-6	1	-0.3	-1	-13	0.7	-7	1.9
O=C(NC1CC1)c1sc2cc([N+](=O)[O-])ccc2c1Cl	-27	-2	-25	2	2.1	5	-2	0.5	3	-2.3
CCc1ccc(C(O)c2ncc(-c3ccccc3F)[nH]2)cc1 (centres undefined)	nt	2	2	2	0.5	-3	-8	0.1	-5	-0.3
CCCOc1ccc(C(O)(CCN2CCCCC2)c2ccccc2OC)cc1 (centres undefined)	0	-9	1	0	-0.7	3	12	-1.4	5	0.5
Cc1ccc(CNC(=O)C2CC(=O)N(CCC(C)C)C2)cc1 (centres undefined)	-2	-4	-4	0	-0.7	-8	0	-0.7	-1	-2.5
C=CCn1c(-c2cc3c(s2)CCC(CC)C3)n[nH]c1=S (centres undefined)	-1	2	8	5	-0.1	8	-4	-0.5	0	1.4
COc1ccccc1C(=O)OCc1c(-c2ccccc2)ncc2ccccc12	7	-9	-7	-3	-0.2	-5	-11	-3.4	4	-0.4
CC1=C(C(=O)N2CCOCC2)CC(CC(=O)NC(c2ccccc2)c2ccccc2)C(=O)N1Cc1ccc(F)cc1 (centres undefined)	nt	-1	3	4	-0.4	0	7	-0.6	3	-0.1
CCOC(=O)c1cc(CC)sc1NC(=O)c1ccc(N2C(=O)CCC2=O)cc1	-10	-4	-12	0	-0.7	-7	4	-0.8	-5	3.2
COc1cccc(NC(=O)CN(C)C(=O)CN2C(=O)NC(C)(c3ccc(C)cc3)C2=O)c1 (centres undefined)	-7	-2	2	-2	0.0	-11	19*	-0.2	0	-3.8
Cc1c(C(=O)Nc2ccccc2C(=O)N2CCOCC2)cccc1[N+](=O)[O-]	-2	-2	0	-3	-0.6	7	9	-1.1	8	-0.6
Cc1cc(=O)oc2cc(OCC(=O)c3ccc4c(c3)NC(=O)CO4)ccc12	3	-5	42*	2	-0.3	2	-16	1.0	16	39
CCCCC(=O)N(C)c1c(C)nc2ccc(C(=O)N3CCN(c4ccccc4)CC3)cn12	nt	0	-8	-2	1.8	-8	-6	-0.1	4	-8.8
CCN(CC(=O)Nc1ccc(Cl)c(S(=O)(=O)N(C)C)c1)Cc1nc2ccccc2c(=O)[nH]1	4	0	4	3	-0.1	1	-22	-0.1	-2	-2.1
O=C(OCc1cc(=O)n2ccsc2n1)c1ccc(O)cc1O	4	-3	4	1	0.9	-7	-1	-0.5	16	0.4

Sorted by molar mass (largest number first): some entries from above
SMILES	Scp1 inh	MsrA act	SUMO1 PPI mod	STEP block	MsrA inhibitor	E coli Lon inh	CendR NRP1 mod	Tb MetRS inh	DNMT1 block	LMPTP block
CC(=O)Nc1cc(-c2cccc(NS(C)(=O)=O)c2)cn2c(-c3cccc(C(F)(F)F)c3)cnc12	nt	-2	2	-1	-1.4	-29	-24	-0.1	-6	4.5
O=C(OCc1cc(=O)n2ccsc2n1)c1ccc(O)cc1O	4	-3	4	1	0.9	-7	-1	-0.5	16	0.4
O=C(Nc1ccc(CN2CCOCC2)cc1)c1ccco1	19	-3	9	0	0.1	8	2	0.3	-1	-0.4

Following part
SMILES	Scp1 inh	MsrA act	SUMO1 PPI mod	STEP block	MsrA inhibitor	E coli Lon inh	CendR NRP1 mod	Tb MetRS inh	DNMT1 block	LMPTP block
CCOC(=O)N1CCN(C(=O)Cc2ccc(Cl)cc2)CC1	-2	1	1	2	0.1	-1	-8	-0.8	0	0.1
Cc1nc(NCCc2ccc(Cl)cc2)c2nnn(Cc3ccccc3)c2n1	2	-1	-8	0	0.5	0	-13	-0.8	14	-1.6
Cc1ccc(C)c(C(=O)N2CCN(c3ncccn3)CC2)c1	0	-14	7	-5	-0.4	3	0	-2.3	3	0.7
O=C(O)CCC(=O)Nc1ccccc1C(=O)N1CCN(c2ccc(Cl)cc2)CC1	-6	2	0	0	-0.6	-3	7	0.6	-1	-0.2
CCCc1oc(C(=O)O)cc1CN1CCCC1	-7	-3	4	-2	0.0	3	-2	0.1	4	-1.3
CS(=O)(=O)N1N=C(c2ccc(Br)cc2)CC1c1ccc2c(c1)OCO2 (centres undefined)	0	0	-8	0	nt	-16	-74	-0.5	-5	0.6
CC1=C(C(=O)Nc2ccc(C)cc2C)C(c2cccc([N+](=O)[O-])c2)n2nc(C(=O)OC(C)C)nc2N1 (centres undefined)	-7	-4	-2	-2	-0.6	15	-3	-0.7	35	-0.3
Clc1ccc(CO/N=C/c2cccs2)cc1	-7	-3	-9	0	1.2	-3	-2	-0.4	2	0.3
CC(=O)Nc1ccc(NC(=O)CCNC(=O)c2ccccc2Cl)cc1	7	-11	2	-2	-0.6	-1	2	-0.7	2	-0.2
Cc1ccccc1OCC(=O)NNC(=O)Nc1ccc(Cl)cc1	-14	-2	1	0	1.1	-10	18	1.0	0	0.7
Cc1cccc(N2CCN(C(=O)CCCCCn3c(=S)[nH]c4ccc(N5CCOCC5)cc4c3=O)CC2)c1C	82*	0	-30	8	-0.4	-6	3	-0.7	-4	4.9
CN(CC(=O)Nc1ccccc1Br)C(=O)c1cccc(S(=O)(=O)N2CCc3ccccc32)c1	0	-3	1	0	1.0	-16	14	-0.5	4	0.5
NCCN1CCN(CCN)CC1	-7	-4	-4	-6	-1.3	-5	-8	-1.2	0	-11
Cc1cccc(C(=O)NCCCNC(=O)c2cccnc2)c1	-3	-10	3	0	-0.8	6	-7	-1.1	2	1.0
COc1ccc(N(Cc2cc3ccc(C)cc3[nH]c2=O)C(=O)C2CCCO2)cc1 (centres undefined)	-10	-3	0	-2	1.4	2	-14	0.1	1	-1.5
O=C(CP(=O)(c1ccccc1)c1ccccc1)N1CCCCC1	4	-4	1	-5	-1.0	0	-6	-0.7	3	1.1
CCCS(=O)(=O)c1c(S(=O)(=O)CCC)c2cnccn2c1C(=O)c1ccc(Cl)cc1	-8	-5	-14	5	1.1	-10	-6	3.0	-3	-0.9
O=S(=O)(c1ccc(F)c(F)c1F)N1CCN(C(=S)NC2CC3CCC2C3)CC1 (centres undefined)	2	1	0	0	-0.7	-5	0	-0.2	1	1.3
CC(=O)Nc1ccc(-n2c(C)c(C(C)=O)c(C(C)=O)c2C)cc1	-7	-4	-1	2	3.2	-3	-12	0.5	1	1.4
CCC(C)NCCOc1ccc(Br)cc1 (centres undefined)	-2	-4	-3	-4	0.8	-5	-7	0.3	2	-1.1
COc1ccc(C2Nc3ccccc3C(=O)N2c2ccc(F)cc2)cc1CSc1ccccn1 (centres undefined)	1	-15	1	1	0.2	13	7	-1.0	9	0.6
Cc1ccc(N(CC2CO2)S(=O)(=O)c2ccccc2[N+](=O)[O-])cc1 (centres undefined)	-1	-3	-3	-1	-1.1	-1	12	0.4	0	0.9
CN1CCN(CCCNC(=O)c2ccc(/C=C3\Oc4ccccc4N(Cc4ccc(Cl)cc4)C3=O)cc2)CC1	-7	-1	-337	13	1.6	4	23	0.2	-23	-0.7
COc1cc(/C=N/N=C(\N)c2nonc2N)cc(OC)c1OC	-1	-5	-2	-1	3.3	0	7	-0.7	0	-0.8
Cc1ccc(NC(=O)CN(C)C(=O)Cn2nnc(-c3ccccc3)n2)cc1	-8	-5	1	5	-1.6	2	2	-0.4	2	-0.2

Records above shown as hits in MsrA inhibitor.
SMILES	Scp1 inh	MsrA act	SUMO1 PPI mod	STEP block	MsrA inhibitor	E coli Lon inh	CendR NRP1 mod	Tb MetRS inh	DNMT1 block	LMPTP block
Cc1ccc(Nc2n[nH]c(C)c2[N+](=O)[O-])c(C)c1	-6	0	-11	-2	10*	-4	10	0.1	-6	-1.5

Continued.
SMILES	Scp1 inh	MsrA act	SUMO1 PPI mod	STEP block	MsrA inhibitor	E coli Lon inh	CendR NRP1 mod	Tb MetRS inh	DNMT1 block	LMPTP block
CCSc1nc2cc(OC)c(OC)cc2c(=O)n1CCc1ccccc1	-7	-3	-1	5	-1.3	-2	2	-0.9	0	1.3
Cc1noc(C)c1CSc1nc2sc(C)c(C)c2c(=O)n1-c1ccccc1	26	-1	0	3	0.1	12	-3	0.0	14	1.1
COc1cccc(N(Cc2nnc3n2CCCCC3)C(=O)Nc2ccccc2F)c1	-1	-9	-1	-3	0.9	8	7	-0.4	3	-0.3
Cc1ccc(C(=O)N2CC(C)OC(C)C2)c(Cl)c1 (centres undefined)	-2	-12	-2	-1	-0.1	-6	-8	-1.5	0	-1.0
COc1ccc(C(C(=O)NC(C)(C)C)N(C(=O)CNC(=O)c2cccs2)c2ccc(NC(C)=O)cc2)cc1OC (centres undefined)	-4	-2	-2	4	-0.7	-1	3	-0.9	9	0.1
Cc1ccnc(NC(=O)COc2c(C)cc(C)cc2[N+](=O)[O-])c1	-9	-1	-6	0	-0.5	-4	0	-0.4	5	-1.3
O=C(O)Cc1sc(-c2ccccc2)nc1-c1ccccc1	6	-7	-2	1	1.3	-3	-6	-1.0	1	-0.1
COc1cc(CNc2ncn[nH]2)ccc1OCc1cccc(C)c1	-2	0	3	-1	2.7	-11	8	-0.1	1	-0.1
CC12CCC(=O)N1C(C(=O)Nc1ccc(Br)cc1Cl)CS2 (centres undefined)	-2	-1	2	0	-1.0	10	8	0.6	-2	-0.5
